Screening results deposited in PubChem BioAssay by National Center for Advancing Translational Sciences (NCATS).
RECQ1 helicase: RECQ1 (human) helicase inhibition. P46063. Potency, µM (series often up to 57.3 µM), for inactives: at the top dose activity, negative = inhibition, usual class: inhibitors. hit rate 0.54% among 240,000. RECQ1 DNA unwinding, red fluorescence kinetic read;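 also: plate controls were vehicle for no effect and no enzyme for full effect; nearly all actives have a fitted effect of over 30% in size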
Target sequence (P46063 whole entry, looked up): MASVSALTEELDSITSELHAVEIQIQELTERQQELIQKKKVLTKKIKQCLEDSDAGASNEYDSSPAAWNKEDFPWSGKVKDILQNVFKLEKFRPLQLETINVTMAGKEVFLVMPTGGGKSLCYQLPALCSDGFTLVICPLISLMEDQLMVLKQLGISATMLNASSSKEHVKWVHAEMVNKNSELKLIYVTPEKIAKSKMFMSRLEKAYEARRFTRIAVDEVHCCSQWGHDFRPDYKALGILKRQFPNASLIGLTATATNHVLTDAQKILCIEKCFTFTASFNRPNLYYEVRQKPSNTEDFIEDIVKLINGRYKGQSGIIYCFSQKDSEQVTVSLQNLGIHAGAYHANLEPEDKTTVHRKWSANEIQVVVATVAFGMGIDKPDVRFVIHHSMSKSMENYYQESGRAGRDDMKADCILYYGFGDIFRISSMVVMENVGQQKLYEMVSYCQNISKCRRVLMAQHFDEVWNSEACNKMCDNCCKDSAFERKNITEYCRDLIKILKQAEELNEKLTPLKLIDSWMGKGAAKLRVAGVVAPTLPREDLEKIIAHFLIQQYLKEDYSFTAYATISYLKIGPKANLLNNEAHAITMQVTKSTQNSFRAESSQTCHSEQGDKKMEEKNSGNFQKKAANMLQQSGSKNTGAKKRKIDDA
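RECQ1T1 50 nM; forked duplex (20 bp + 30-nt ss tails) 200 nM, ATP 2 mM final; pH 8.0, 2 mM MgCl2, 2.5 ug/ml poly(dI-dC); 15 min compound preincubation; discontinuous kinetic read over 2 h at RT.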
KinaseGlo FLuc: Kinase-Glo luciferase inhibition (counter-screen) | AID 1379 | Q27757 | hit rate 0.28% among 200,000 | Kinase-Glo luciferase, ATP luminescence, 8 min | Potency, µM (doses to about 38.3 µM), for inactives: at the top dose activity change, negative = inhibition, hits mostly inhibitors; also: % is scaled to controls: 0 for no effect and ±100 for the full control effect; nearly all actives have a fitted effect of over 60% in size
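Luminescence was the read-out, taken after 8-minute incubation at ambient temperature. Luciferase turned over luciferin with 10 uM ATP in imidazole pH 7.2 buffer containing KCl, MgCl2, Tween 20 and BSA.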
ALDH1A1 block: ALDH1A1 (human) enzyme inhibition. P00352. Purified ALDH1A1, NADH fluorescence, propionaldehyde substrate. Potency, µM (doses to about 75.3 µM), without a hit: top-dose activity, negative = inhibition, usual class: inhibitors. hit rate 7.3% among 220,000; active = well fitted inhibition curve with a large enough effect, not every such curve was filed as active; inconclusive = small, poorly fitted or top-dose-only effect, or another doubt; inactive = no such curve, though single readings can be large or run the other way;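 also: plate controls were no enzyme wells and a reference inhibitor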
LMNA splice mod: changes lamin A minigene splicing in HeLa cells; HeLa LMNA splicing GFP/RFP minigene ratio, 48 h; Potency, µM (titrated, usually from 46.1 µM), for the others: at the highest dose ratio change, negative = inhibition, actives largely listed as inhibitors; hit rate 0.01% among 200,000; active = well fitted inhibition curve with a large enough effect in the signal ratio, with a control signal flat, not every such curve was filed as active; inconclusive = small, poorly fitted or top-dose-only effect, or effect the other way, or a change in a side signal; the % refers to the signal ratio; also: % is scaled to controls: 0 for no effect and ±100 for the full control effect
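Read-out is the ratio of GFP to DsRed2 object intensity, acquired by 488 nm laser-scanning cytometry on HeLa lamin A-EGFP minigene reporter cells. Compound incubation 48 hrs at 37 °C in Opti-MEM with 2% FBS; DMSO 0.5% final.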
L3MBTL1 inh: inhibitors of human L3MBTL1 | AlphaScreen L3MBTL1–H3K9me1 peptide binding | Potency, µM (doses to about 57.1 µM), inactives show top-dose activity, negative = inhibition, usual class: inhibitors | hit rate 0.66% among 230,000 | AID 485360; also: % is scaled to controls: 0 for no effect and ±100 for the full control effect; nearly all actives have a fitted effect of over 60% in size
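Read-out is AlphaScreen signal from streptavidin donor and nickel chelate acceptor beads (10 ug/mL final each) bridging L3MBTL1 (50 nM) and biotinylated K9-monomethylated H3(1-15) peptide (75 nM), after 30 min compound exposure at room temperature.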
KDM4E inh: blocks human JMJD2E demethylase activity; JMJD2E catalytic domain, FDH-coupled NADH fluorescence (FDH is formaldehyde dehydrogenase); Potency, µM (titrated, usually from 57.1 µM), for the others: at the top dose activity change, negative = inhibition, most hits filed as inhibitors; hit rate 1.6% among 230,000; active = well fitted inhibition curve with a large enough effect, not every such curve was filed as active; inconclusive = small, poorly fitted or top-dose-only effect, or another doubt; inactive = no such curve, though single readings can be large or run the other way;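 also: 0% = wells with enzyme and -100% = buffer wells without enzyme; nearly all actives have a fitted effect of over 50% in size; many of its hits are not listed in these tables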
Target sequence (B2RXH2 1-337 limits assumed): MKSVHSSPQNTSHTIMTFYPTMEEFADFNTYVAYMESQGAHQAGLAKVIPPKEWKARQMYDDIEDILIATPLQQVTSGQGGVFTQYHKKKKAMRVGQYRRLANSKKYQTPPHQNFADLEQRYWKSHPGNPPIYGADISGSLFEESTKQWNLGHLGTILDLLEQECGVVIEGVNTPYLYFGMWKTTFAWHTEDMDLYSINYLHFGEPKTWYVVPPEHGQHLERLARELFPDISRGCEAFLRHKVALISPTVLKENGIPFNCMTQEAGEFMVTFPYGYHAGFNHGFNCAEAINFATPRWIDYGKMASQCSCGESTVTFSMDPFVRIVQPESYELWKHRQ
Tau fibril ThT: blocks human tau fibril formation measured by thioflavin T. P10636. recombinant tau K18 P301L (four-repeat tau fragment), heparin-induced fibrillization, ThT fluorescence. Potency, µM (highest dose often 57.4 µM), for inactives: top-dose activity, negative = inhibition, hits mostly inhibitors. hit rate 2.1% among 270,000. AID 1460; also: % is scaled to controls: 0 for no effect and ±100 for the full control effect; nearly all actives have a fitted effect of over 55% in size
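Tau K18 P301L fragment (15 uM unlabeled plus 0.24 uM Alexa 594-labeled) in 100 mM sodium acetate pH 7 with compound, fibrillization induced by 20 uM heparin for 6 hr at 37 C. Thioflavin T (30 uM) added, fluorescence read after 1 hr (ex 450, em 510 nm).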
SMN2 splice up: increases expression of the SMN2 splice variant; HEK293 SMN2-luciferase splicing reporter, luminescence, 30-36 h; Potency, µM (titrated, usually from 46.1 µM), inactives show top-dose activity change, positive = activation, usual class: activators; hit rate 2.8% among 210,000; AID 1458; also: % of control where 0% means no effect; nearly all actives have a fitted effect of over 55% in size
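qHTS luciferase splicing reporter: luminescence rises when SMN2 exon 7 is included in transfected HEK293 cells. Compound exposure lasted 30-36 h at 37C, with 4.5 mM final sodium butyrate as control, followed by a ONE-Glo read.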
* hit, by the source's call; i = inactive; ? = inconclusive; · = not tested or not shown; & = joins results of further samples; [ ] = dose if it differs, or a comment. Unless noted, calls follow the shape of the dose curve; as a rule, active = well fitted curve in the direction sought with a large enough effect; inconclusive = small, poorly fitted or top-dose-only effect, or another doubt; inactive = no such curve, though single readings can be large; an effect the other way counts as inactive or inconclusive. Potency is read from the fitted curve at half-maximal effect.

canonical_smiles	RECQ1 helicase	KinaseGlo FLuc	ALDH1A1 block	LMNA splice mod	L3MBTL1 inh	KDM4E inh	Tau fibril ThT	SMN2 splice up
Cc1nc2ccc(NC(=O)c3ccco3)cc2s1	10%	-6%	?	-1%[46 µM]	6%	2%	?	·
O=C(NC(=S)Nn1cnnc1)c1ccccc1Cl	i	-3%	10µM*	·	·	-2%	-9%	31%
CCn1nnnc1SCC(=O)N(C1CCCCC1)C1CCCCC1	-9%	1%	?	?	1%	-1%	-11%	7%
O=C(NCc1cccnc1)c1ccc(COc2ccccc2Cl)cc1	-2%	2%	-2%	?	-2%	-12%	-11%	-13%
CC(=O)OCc1cc2cc(C)ccc2[nH]c1=O	-7%	8%	?	7%	2%	?	-4%	2%
Cn1c(=N)n(CC(O)c2cccc3ccccc23)c2ccccc21 (configuration not stated)	-1%	-5%	13%	-16%	-1%	-3%	-6%	6%
CN1C(C(=O)Nc2ccccn2)=C(O)c2ccccc2S1(=O)=O	6%	-3%	2%	?	-11%	?	-13%&-14%&-7%&-17%&-5%&-11%	3%
COC(=O)[C@H]1[C@@H](C)N(Cc2ccccc2)C(=O)N[C@H]1c1ccccc1	-8%[11.5 µM]	-8%[7.66 µM]	?	-12%[9.22 µM]	·	3%[11.4 µM]	-8%[11.5 µM]	-1%[9.22 µM]
O=C(Nc1ccc(SC(F)F)cc1)c1cccc2nc3ccccc3nc12	-7%	·	1%	2%	5%	3%	?	·
O=C(CN1CCOCC1)N1CCN(S(=O)(=O)c2ccccc2)C1c1ccccc1 (configuration not stated)	-1%	-2%	-10%	3%	?	-20%	-10%	-3%
Cc1onc(-c2ccccc2Cl)c1C(=O)NNC(=O)C1CCN(Cc2ccccc2)CC1	i	0%	10%	-5%[46 µM]	5%	2%	5%	16%
C=CCn1c(CC#N)nnc1N1CCOCC1	-4%	0%	8.9µM*	8%	21%	-12%	-11%	?
CCOc1ccccc1N(CC(=O)N1CCOCC1)S(=O)(=O)c1ccc(SC)cc1	-2%	1%	8.9µM*	9%	5%	0%	0%	-4%
CCc1cc(=O)oc2cc(OC(C)C(=O)O)c(Cl)cc12 (configuration not stated)	i	0%	?	-3%	16%	?	-2%	-1%
CCSc1oc(-c2ccco2)nc1S(=O)(=O)c1ccccc1	-9%	0%	?	-2%	-8%	-7%	-9%	-18%
O=C(CN(Cc1ccccc1F)C(=O)c1ccco1)NCc1ccc(F)cc1	-2%	2%	?	11%	0%	2%	1%	-10%
Cc1nc(N2CCN(c3ccccn3)CC2)c2c(C)c(C(=O)Nc3ccc(F)cc3)sc2n1	-18%	-2%	?	·	·	?	-6%	-44%[inhibitor]
Cc1cccc(-n2c(N)cc(=O)nc2SCC(=O)Nc2cc(C)on2)c1	i	-2%	1%	-1%	8%	13%	2%	-7%
CC(=O)O[C@H]1C[C@H]2CC[C@@H]3[C@H]4C[C@@H]([N+]5(C)CCCCC5)[C@@H](OC(C)=O)[C@]4(C)CC[C@@H]3[C@@]2(C)C[C@@H]1[N+]1(C)CCCCC1	21%	0%	3%	·	·	-6%	-10%	·
CCOC(=O)C(Sc1cc(-c2ccccc2)nc2ncnn12)C(C)=O (configuration not stated)	-1%	·	·	·	-4%	-6%	-19%	·
CC1(CC(=O)N/N=C/c2cc([N+](=O)[O-])c(O)cc2O)OCCO1	-27%	-4%	?	·	?	16µM*	?	-9%
Cc1cc(C)c2nc(SCC(=O)NCCN3C(=O)CSC3=O)cc(C)c2c1	-2%	·	27%	7%	0%	-6%	-10%	·
CC(C)N(C(=O)COC(=O)[C@H](C)NC(=O)c1ccco1)c1ccccc1	-16%	8%	-4%	?	2%	3%	-1%	14%
CC(=O)NC(CCS(C)(=O)=O)C(=O)Nc1cc(C)ccc1C (configuration not stated)	-7%	-1%	-11%	-11%	2%	2%	-4%	11%
COCCn1c(SCC(=O)c2ccc(Cl)cc2)nnc1C(C)C	i	-1%	9.5µM*	3%	-2%	?	-12%	-8%
CCCc1cc(O)c2c(C)cc(=O)oc2c1	-3%	2%	16µM*	-18%	11%	-9%	-6%	-23%
CC(=O)C1C(=O)CC(c2ccc(Cl)cc2)CC1=O (configuration not stated)	i	·	·	·	-3%	-4%	-2%	·
CCC(CC)c1nnc(NC(=O)c2ccc([N+](=O)[O-])cc2)s1	6%	5%	2%	-14%	-5%	0%	-16%	-19%
CCOc1ccc(CNc2ccc(N3CCCC3)cc2)cc1	-6%	-2%	7.9µM*	-10%	?	16µM*	7.1µM*	-13%
CCC(C)(C)n1nnnc1C(c1cc2ccc(OC)cc2[nH]c1=O)N1CCN(C2CCCCC2)CC1 (configuration not stated)	2%	-1%	?	-1%	-2%	?	-6%	?
CC1(C)NC(=O)N(c2ccc([N+](=O)[O-])c(C(F)(F)F)c2)C1=O	-8%	-8%	-12%	?	8%	0%	3%&3%&-4%	-64%[inhibitor]
CCCc1cc(-c2n[nH]c(C(=O)OCC)c2-c2cscn2)c(O)cc1O	-3%	-2%	8.9µM*	1%	-2%	5%	?	-36%[inhibitor]
CCN(c1ccc(OCC(=O)OCC(=O)c2c(N)n(C)c(=O)n(C)c2=O)cc1)S(=O)(=O)c1ccccc1	-3%	0%	2%	?	6%	1%	-10%	1%
CCCCCCCCCCC/C=C\C/C=C\CCCC(=O)O	1%&-3%	-2%	11%&9%	·	·	-4%	-6%&-2%	0%&-7%
COc1cc(/C=N/NC(=O)Cn2cnc3c2c(=O)n(C)c(=O)n3C)ccc1O	-3%	·	·	·	1%	-13%	-17%	·
COc1cc(/C=C/C(=O)OCC(=O)Nc2ccc(S(N)(=O)=O)cc2)ccc1O	i	·	·	·	?	-20%	?	·
C=CCn1c(SCCC(=O)O)nnc1-c1cccs1	-2%	2%	-4%	4%	9%	?	-10%	2%
Cc1cc(C(=O)CSc2nnc(N)s2)c(C)n1CCc1ccc(F)cc1	-16%	-3%	10%	0%	0%	-4%	-8%	-17%
CCOC(=O)N1CCN(C(=O)c2ccc(CS(=O)(=O)c3ccccc3OC)o2)CC1	15%	2%	-6%	13%	8%	1%	-7%	-6%
O=C(COc1ccccc1)Nc1ccc(CN2CCCCC2)cc1	-4%	6%	5%	·	-3%	0%	2%	·
CC1(C)CC2(C)OCCN2C(=S)N1 (configuration not stated)	-5%	·	·	·	-1%	-2%	-9%	·
Cc1ccsc1/C=N/N1CCN(Cc2ccccc2)CC1	-2%	3%	16µM*	11%[46 µM]	-26%	-3%	?	?
Cn1c(Cn2nnc3ccccc32)nnc1SCC(N)=O	i	-3%	-3%	7%	·	-15%	-13%	10%
CCCc1c(O)c2ccccc2[nH]c1=O	-14%	1%	?	4%	4%	?	-3%	-7%
COc1cc2c(cc1OC)C1CCC3=C([C@H](C)OC3=O)N1CC2 (some centres not stated)	19%	1%	?	·	·	?	?	9%
COc1ccc(CC(=O)Nc2cccc(S(=O)(=O)N3CCCCCC3)c2)cc1OC	-17%	-2%	-2%	?	-4%	1%	-3%	-27%[1.84 µM]
C=CCN1N=C(c2ccc(Cl)s2)CSC1=O	8%	-2%	-8%	?	7%	-2%	-19%	-14%
CC1=C(C(=O)c2ccccc2)C(c2ccc(O)cc2)NC(=S)N1 (configuration not stated)	0%	·	·	·	-12%	-17%	-3%	·
CCCCNC(=O)c1ccc(NC(=O)C2CCCO2)cc1 (configuration not stated)	-9%	-1%	-7%	9%	2%	-2%	19%	11%
O=c1cc(CO)oc(C(Nc2cccc(C(F)(F)F)c2)c2ccccn2)c1O (configuration not stated)	-9%	0%	?	·	·	?	?	6%
COC(=O)c1ccc(/C=N/N2CCN(Cc3ccc(C)cc3C)CC2)cc1	-8%	0%	-2%	9%	-11%	-1%	?	-30%
O=C(/C=C\Nc1ccccn1)c1ccc(Cl)cc1	-3%	?	0%	-3%	4%	-25%	?	1µM*
COc1ccccc1-c1c(C)oc2c(CN3CCN(CCO)CC3)c(O)ccc2c1=O	-17%	-1%	?	6%	4%	?	1%	-7%
Cc1cccc(NC(=O)CSCc2nc3c(nnn3Cc3ccc(F)cc3)c(=O)[nH]2)c1C	i	-1%	3%	·	27%	-3%	12%	6%
CC(C)Sc1nc(-c2ccccc2)cc(=O)[nH]1	-13%	-1%	20µM*	5%	0%	0%	1%	-7%
Cc1ccc(C)c(NC(=O)C2CCC(C)(C(=O)O)C2(C)C)c1 (configuration not stated)	i	0%	11%	10%	52%[activator]	1%	4%	10%
CSC1=N/C(=C\c2cccc(F)c2)C(=O)S1	i	0%	?	7%	·	2%	-19%	2%
O=C(CSc1nnc(Cn2c(=O)sc3ccccc32)n1CCc1ccccc1)N1CCOCC1	i	-5%	-13%	12%	-6%	1%	-10%	-1%
CCN(CC)S(=O)(=O)c1ccc(C(=O)OCCN2C(=O)CCC2=O)cc1	-4%	-2%	?	7%	-2%	3%	1%	-11%
CC(=O)c1cccc(NC(=O)CCS(=O)(=O)c2ccc(Br)s2)c1	i	0%	1%	·	-9%	2%	6%&-8%	2%&8%

The list is partial; the hit share may differ from the screen's.
